High-throughput results deposited in PubChem BioAssay by several laboratories.
Yeast life ext – yeast lifespan extension; 130,000 compounds, 0.68% hits; S. cerevisiae growth with nicotinamide, OD615; deaD strain in restrictive glucose medium; inhibition of the nicotinamide effect, % at 10 µM;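 active = inhibition above a set limit, placed 3 SD over the median of all compounds, cut at about 26% in these data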;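 note: 0% = nicotinamide-treated wells and 100% = cells grown without nicotinamide; some compounds called inactive have numbers as strong as hits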
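System: Modified budding yeast, DeaD strain | Buffer or medium: Restrictive glucose medium | Also added: 1.5 mM nicotinamide | Doses: 10 µM single point, 0.25% DMSO | Schedule: 48 h compound exposure at 30 °C, humidified | Detection: Absorbance at 615 nm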
BB579 growth dn – yeast BB579 growth reduction in restrictive medium; inhibition, % at 10 µM; 140,000 compounds, 0.51% hits; S. cerevisiae BB579 growth, OD615, 48 h;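 active = inhibition above a set limit, 3 SD over the mean compound inhibition, cut at about 44% in these data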; note: inactives centre near -24
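Detection: OD615 turbidity measurement; Material: Saccharomyces cerevisiae DeaD strain BB579, replicative lifespan model yeast; Timing: 48 h exposure, 30 °C; Doses: single 10 µM dose; Medium: CSMM-D restrictive synthetic medium containing dextrose (glucose); Controls: amphotericin B at 10 µg/mL as positive control.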
NPY Y2 blocker – blocks the human neuropeptide Y Y2 receptor; 140,000 compounds, 0.99% hits; inhibition, % at 2.7 µM; P49146; NPY-Y2 expressing cells, antagonist mode; in the data active = inhibition above about 17%;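 note: 0% = vehicle with agonist challenge and 100% = reference antagonist with challenge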
Target sequence (P49146 whole entry, looked up): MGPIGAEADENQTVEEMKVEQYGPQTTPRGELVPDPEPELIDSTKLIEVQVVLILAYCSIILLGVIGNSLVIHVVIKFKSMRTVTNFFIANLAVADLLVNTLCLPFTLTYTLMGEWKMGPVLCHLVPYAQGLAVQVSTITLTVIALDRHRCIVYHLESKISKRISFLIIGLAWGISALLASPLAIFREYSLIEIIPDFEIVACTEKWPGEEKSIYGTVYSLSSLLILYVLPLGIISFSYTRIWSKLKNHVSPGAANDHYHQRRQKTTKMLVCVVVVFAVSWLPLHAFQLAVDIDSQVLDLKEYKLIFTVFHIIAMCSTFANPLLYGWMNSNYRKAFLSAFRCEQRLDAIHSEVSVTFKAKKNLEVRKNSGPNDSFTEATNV
GALR2 antag – antagonists of human galanin receptor 2 (GALR2); O43603; GALR2-expressing cells, antagonist mode; inhibition, % at 4 µM; 140,000 compounds, 0.39% hits; in the data active = inhibition above about 27%;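 note: cells stimulated with galanin 1-16 at roughly its EC80; 0% = agonist challenge control and 100% = basal control without agonist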
Target sequence (O43603 whole entry, looked up): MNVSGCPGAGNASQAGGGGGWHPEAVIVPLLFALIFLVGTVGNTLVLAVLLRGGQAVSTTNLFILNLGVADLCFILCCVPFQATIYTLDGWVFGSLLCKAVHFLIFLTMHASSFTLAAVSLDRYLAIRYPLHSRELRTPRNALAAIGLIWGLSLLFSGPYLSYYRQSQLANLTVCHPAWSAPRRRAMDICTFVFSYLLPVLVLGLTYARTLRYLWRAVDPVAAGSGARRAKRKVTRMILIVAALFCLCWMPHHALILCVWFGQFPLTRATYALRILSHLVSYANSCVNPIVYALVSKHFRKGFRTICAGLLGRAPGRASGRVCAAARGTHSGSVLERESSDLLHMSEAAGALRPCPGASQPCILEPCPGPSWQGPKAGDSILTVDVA
Phagocyt inh – inhibitors of macrophage phagocytosis; J774A.1 macrophage IgG-bead phagocytosis, imaging; inhibition, % at 5 µM; 110,000 compounds, 0.07% hits; AID 1029;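 active = inhibition above the mean of the plate negative controls plus 5 SD, cut at about 13% in these data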;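 note: phagocytic index as fraction of beads internalized from green versus red external bead signal; plate controls were DMSO negative control for no effect and cytochalasin-D positive control for full effect; some results beyond the cut were filed as inactive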
HCT116 bCat-KO – beta-catenin-lacking colon tumor cell growth suppression; HCT116 beta-catenin knockout viability, CellTiter-Glo, 60 h; hits give low values; viability, % at 10 µM; 140,000 compounds, 1.5% hits; AID 818;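 active = viability at or under a set limit, the compound median less 4 SD, cut at about 6% in these data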;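 note: 0% = Hyamine 1622 control at 20 µM and 100% = untreated cell control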
HCT116 PTEN-null – PTEN-deleted cell growth suppression | HCT116 PTEN-null viability, CellTiter-Glo, 60 h; hits give low values | viability, % at 10 µM | 140,000 compounds, 1.2% hits | AID 827;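 active = viability at or below a set limit, 4 SD under the median of all tested compounds, cut at about 3.7% in these data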;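 note: PTEN knockout HCT116 line with beta catenin targeted HCT116 as companion control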
MRP-1 activ – activators of MRP-1 | 140,000 compounds, 0.61% hits | viability increase, % at 10 µM | H69AR cells + doxorubicin, viability rescue, CellTiter-Glo | AID 799;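 active = viability gain under doxorubicin at or above a set limit, the compound median plus 3 SD, cut at about 4.7% in these data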;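 note: MRP-1 overexpressing cells given doxorubicin 25 µM after compound pretreatment; 18-22 h compound pretreatment then 72 h with doxorubicin before readout; 0% = doxorubicin-only wells and 100% = vehicle-treated cells without doxorubicin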
E-sel TNF inh – TNF alpha driven E-selectin expression inhibition. inhibition, % at 2 µM. HUVEC TNFa-induced E-selectin immunofluorescence, high content. 120,000 compounds, 0.71% hits. AID 1246;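 active = inhibition above the batch mean plus 3 SD, and confirmed as a hit on visual image review, cut at about 43% in these data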;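 note: 0% = TNF-stimulated DMSO wells and 100% = unstimulated control wells; not every result past the cut was called active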
Measles CPE – protection of cells from measles virus; Measles virus-infected cells, CPE protection, absorbance; AID 841; 140,000 compounds, 1.5% hits; protection (pct of control), % at 4 µM; in the data active = protection mostly above about 24%, no sharp cut-off; inactive = mostly below about 26%; note: some compounds called inactive have numbers as strong as hits
* = called active by the depositor; . = no result given.

SMILES	Yeast life ext	BB579 growth dn	NPY Y2 blocker	GALR2 antag	Phagocyt inh	HCT116 bCat-KO	HCT116 PTEN-null	MRP-1 activ	E-sel TNF inh	Measles CPE
Cc1ccc(C(=O)CS(C)(=O)=O)cc1	-26	-1	4	-2	2	82	93	-2.9	-20	3
COc1ccc(-c2nc(SC)n(C)c(=O)c2C#N)cc1OC	-11	7	0	4	0	82	77	-1.0	-46	3
Cn1ncc([N+](=O)[O-])c1C(=O)Nc1nccs1	1	-10	0	3	4	82	94	-1.3	-41	20
CSC1=NCCN1C(=O)c1cccc(Br)c1	-8	12	2	-5	-4	97	98	1.3	.	1
NC(=S)N=Nc1c(O)n(Cc2ccc(Br)cc2)c2ccccc12	-4	-2	16	0	-5	19	17	-4.2	.	6
CCN1CCN(CC(=O)c2c[nH]c3ccccc23)CC1	-24	-10	1	2	-2	97	91	-2.9	16	12
O=c1[nH]c(C(F)(F)F)nc2c1nnn2Cc1ccccc1F	2	-19	12	2	-1	93	100	-1.6	24	14
CCN(CC)S(=O)(=O)c1ccc(NS(=O)(=O)c2ccc(O)c([N+](=O)[O-])c2)cc1	-4	-41	3	-9	-13	92	99	0.5	.	8
CCC1(C)N(O)C(C)(C)C(c2ccc(F)cc2)=[N+]1[O-] (stereo unspecified)	.	-19	1	-15	.	87	92	-1.4	9	11
CCCNCc1nnc(-c2ccccc2Cl)o1	2	-30	1	0	-3	84	96	-0.5	-18	9
O=S(=O)(Cc1cc(Sc2ccccc2)nc(-c2ccccc2)n1)c1ccccc1	-6	-35	32*	-9	0	83	77	-1.2	-6	5
O=C(Nc1ccc(Br)cc1)c1cccn1-c1ncc(C(F)(F)F)cc1Cl	-12	-61	-1	5	.	87	84	2.2	5	13
COc1ccc(NC(=O)CCC(=O)OCC(=O)c2ccc(Oc3ccc([N+](=O)[O-])cc3)cc2)cc1	2	-33	2	11	-9	88	88	-0.3	.	.
COC(=O)c1cccc(NC(=O)CSc2nnc(C)n2Cc2ccccc2)c1	-17	6	3	5	-1	109	110	0.5	4	4
CC(C)=CCC(C)(C)C1OCCN1C(=O)Nc1ccccc1 (stereo unspecified)	-1	-43	1	-18	0	95	88	0.6	4	5
COc1ccc(C(C[N+](=O)[O-])c2c(-c3ccccc3)cc3ccccn23)c(OC)c1 (stereo unspecified)	21	-20	-1	-5	4	37	41	-2.6	12	5
CCOc1cc(-c2cc(N)n[nH]2)cc(OCC)c1OCC	-1	-55	2	-1	.	96	103	-1.7	3	6
Cc1ccc(-c2noc(CN(C(=O)CCCCCN3C(=O)c4ccccc4C3=O)C(C)C)n2)cc1	8	-2	7	7	-1	87	77	1.7	-14	19
O=C(NCCc1ccccc1)c1cc(-c2ccco2)on1	-6	-38	-1	1	.	67	78	-5.0	2	22
Cc1ccc(-c2nnc3ccc(SCC(=O)N4CCCc5ccccc54)nn23)cc1	4	-48	10	-3	-5	68	62	-4.3	.	7

Part of the list above, limited to BB579 growth dn and GALR2 antag:
compound	BB579 growth dn	GALR2 antag
COc1ccc(NC(=O)CCC(=O)OCC(=O)c2ccc(Oc3ccc([N+](=O)[O-])cc3)cc2)cc1	-33	11
COC(=O)c1cccc(NC(=O)CSc2nnc(C)n2Cc2ccccc2)c1	6	5
CC(C)=CCC(C)(C)C1OCCN1C(=O)Nc1ccccc1 (stereo unspecified)	-43	-18
COc1ccc(C(C[N+](=O)[O-])c2c(-c3ccccc3)cc3ccccn23)c(OC)c1 (stereo unspecified)	-20	-5
CCOc1cc(-c2cc(N)n[nH]2)cc(OCC)c1OCC	-55	-1
Cc1ccc(-c2noc(CN(C(=O)CCCCCN3C(=O)c4ccccc4C3=O)C(C)C)n2)cc1	-2	7

As entered above.
HCT116 PTEN-null result of O=C(NCCc1ccccc1)c1cc(-c2ccco2)on1 : 78
MRP-1 activ result of CCC1(C)N(O)C(C)(C)C(c2ccc(F)cc2)=[N+]1[O-] (stereo unspecified) : -1.4

Carrying on:
SMILES	Yeast life ext	BB579 growth dn	NPY Y2 blocker	GALR2 antag	Phagocyt inh	HCT116 bCat-KO	HCT116 PTEN-null	MRP-1 activ	E-sel TNF inh	Measles CPE
O=S(=O)(NCC1CCCO1)c1ccc(S(=O)(=O)N(Cc2ccc(F)cc2)Cc2ccccn2)cc1 (stereo unspecified)	5	-45	2	5	-6	89	86	-3.5	.	5
Cn1cccc1-c1nc2ccccc2n1Cc1ccccc1	-16	11	8	-14	-1	50	61	-2.3	-20	20
CCN(CC)S(=O)(=O)c1cccc(C(=O)NC(Cc2c[nH]c3ccccc23)c2nnc3n2CCC3)c1 (stereo unspecified)	-7	-27	1	5	-4	79	94	-2.1	-21	10
CC(=O)Oc1ccc(N2C(=O)CC(N3CCOCC3)C2=O)cc1 (stereo unspecified)	-7	-49	0	8	0	100	107	-0.1	22	5
CC(C)C(=O)NNc1nc2ccccc2s1	-6	-8	0	-8	1	101	105	2.5	.	1
CC(=O)Nc1nc2ccc(Br)cc2s1	-33	-37	0	-1	.	28	40	-4.7	-12	2
Cc1nnsc1NC(=O)OCC(C)(C)C	-4	-26	0	12	-1	97	90	-1.9	-20	19
COCCNC(=O)C(C)N(c1ccc(OC)cc1)S(C)(=O)=O (stereo unspecified)	-1	-25	4	-12	-2	97	95	-0.8	7	2
COc1ccc(/C=N/NC(=O)COc2ccccc2-c2ccccc2)cc1	-17	-60	6	-4	0	15	17	-1.1	-15	3
Cc1ccc(C)c(-c2nc3cc(N)ccc3o2)c1	-28	-23	2	0	0	89	77	-4.3	-30	8
N#Cc1cnn2c1nc(N1CCCCC1)c1ccccc12	-6	-27	6	6	.	76	74	-4.1	13	6
CCOCCCNC(=O)c1cn(C)c2ccc(S(=O)(=O)N(C)C3CCCCC3)cc2c1=O	-6	32	0	-5	.	86	85	-4.1	.	13
Nc1cc(Br)c(N)c(Br)c1	-4	-24	2	22	.	94	98	-2.8	.	31
CC(C)CC(=O)N1CCN(S(C)(=O)=O)CC1	-9	-28	3	0	1	95	98	-2.4	.	2
O=C1OCCC1Sc1nc2ccccc2s1 (stereo unspecified)	-7	-2	8	-9	3	98	99	-2.3	-24	5
CCOc1ccc(CC(=O)Nc2sc(Cc3ccccc3)cc2C(N)=O)cc1OCC	-26	-35	1	5	-1	91	92	-2.8	-13	21
O=Cc1cn(CC(=O)N2CCCc3ccccc32)c2ccccc12	.	-26	0	2	.	87	86	-4.9	0	9
COc1ccc(-n2c(Cc3cccn3C)nnc2SCC(=O)NC2CCCCC2)cc1	-3	-37	3	10	0	85	89	-1.2	-16	9
CCOc1cc(/C=N/NC(N)=O)cc(Br)c1OCc1ccccc1F	-1	-9	0	5	-6	95	100	-2.3	.	21
Cc1ccccc1NC(=O)Cn1c(=O)n(Cc2ccccc2)c(=O)c2c(C)c(C)sc21	1	-11	4	-5	-11	96	97	-1.1	.	20

4 entries picked at random from the list so far:
SMILES	Yeast life ext	BB579 growth dn	NPY Y2 blocker	GALR2 antag	Phagocyt inh	HCT116 bCat-KO	HCT116 PTEN-null	MRP-1 activ	E-sel TNF inh	Measles CPE
Cn1ncc([N+](=O)[O-])c1C(=O)Nc1nccs1	1	-10	0	3	4	82	94	-1.3	-41	20
CC(=O)Nc1nc2ccc(Br)cc2s1	-33	-37	0	-1	.	28	40	-4.7	-12	2
COc1ccc(/C=N/NC(=O)COc2ccccc2-c2ccccc2)cc1	-17	-60	6	-4	0	15	17	-1.1	-15	3
NC(=S)N=Nc1c(O)n(Cc2ccc(Br)cc2)c2ccccc12	-4	-2	16	0	-5	19	17	-4.2	.	6

New compounds follow
SMILES	Yeast life ext	BB579 growth dn	NPY Y2 blocker	GALR2 antag	Phagocyt inh	HCT116 bCat-KO	HCT116 PTEN-null	MRP-1 activ	E-sel TNF inh	Measles CPE
COC(=O)CC1C(=O)NCCN1C(=O)CSc1nnc(Nc2ccc(C)cc2)s1 (stereo unspecified)	-11	-55	2	2	-1	110	102	1.1	4	20
CCN(C(=O)CN1CCN(c2ccc(OC)cc2)CC1)c1c(N)n(Cc2ccccc2)c(=O)[nH]c1=O	21	-65	4	-3	2	93	101	0.3	14	7
Brc1ccc(OCCOc2cccc3cccnc23)cc1	-5	-49	7	1	-3	100	100	4.5	-1	3
CC1=C(C(=O)OCc2ccccc2)C(c2ccc3ccccc3c2)NC(=O)N1CCCCCC(=O)O (stereo unspecified)	26	-33	0	3	.	97	103	-1.6	-24	16
CCCc1cc(=O)oc2cc(C)c(CN3CCCC3)c(O)c12	35*	-21	3	4	-1	99	93	0.7	-38	15
CC1(C)CC(=O)C2=C(C1)NC(=O)CC2c1ccc(N(CCC#N)CCC#N)cc1 (stereo unspecified)	-3	-25	3	18	-4	99	96	-2.5	-16	14
CCCCn1nc2cc(C(=O)NC3CCc4ccccc43)ccc2c1OCC (stereo unspecified)	-11	-16	-1	7	-1	86	84	-1.6	.	3
Cc1cccc(OCCNC(=O)CSc2ccc(C(F)(F)F)cc2[N+](=O)[O-])c1	3	-15	13	-2	-1	85	99	-2.2	.	7
CC(=O)c1c[nH]c(C(=O)NCC2CCCO2)c1 (stereo unspecified)	-5	-18	2	-8	0	96	101	0.1	-37	5
CC(NS(=O)(=O)c1ccccc1)C(=O)Nc1ccc(S(N)(=O)=O)cc1 (stereo unspecified)	-1	7	0	-4	.	100	99	-1.7	-2	4
Cc1ccc(NC(=O)Cn2nc(-c3ccccc3)nc2-c2ccccc2)c(C)c1	0	-35	6	-5	.	78	85	-0.7	.	3
COc1ccc(CCNC(=O)C(=O)NCCOc2ccccc2Cl)cc1OC	-2	-18	4	-5	-1	88	89	-0.7	.	1
C/C(=N\NC(=S)NCCc1ccccc1)c1ccc(Cl)cc1	-6	-25	16	-1	.	91	91	-2.2	.	5
N#Cc1ccsc1NC(=O)CSc1ncn[nH]1	-11	15	0	6	2	115	116	1.9	37	6
Cc1noc(C)c1C(=O)N(CC(=O)NC1CCCC1)Cc1ccccc1F	-3	-51	3	12	0	97	99	-0.1	-9	12
COc1c(F)c(F)c(C(=O)Nc2ccc(N3CCN(Cc4ccccc4)CC3)cc2)c(F)c1F	-12	15	-3	-17	-1	70	73	-1.4	-36	6
COc1ccc(NC(=O)CCNS(=O)(=O)c2cccc3nsnc23)cc1OC	4	-26	3	-9	-4	90	100	-1.6	-5	8

Reformatted with each value named: entries from further up.
> C/C(=N\NC(=S)NCCc1ccccc1)c1ccc(Cl)cc1
  Yeast life ext = -6
  BB579 growth dn = -25
  NPY Y2 blocker = 16
  GALR2 antag = -1
  Phagocyt inh = .
  HCT116 bCat-KO = 91
  HCT116 PTEN-null = 91
  MRP-1 activ = -2.2
  E-sel TNF inh = .
  Measles CPE = 5
> Cc1ccc(NC(=O)Cn2nc(-c3ccccc3)nc2-c2ccccc2)c(C)c1
  Yeast life ext = 0
  BB579 growth dn = -35
  NPY Y2 blocker = 6
  GALR2 antag = -5
  Phagocyt inh = .
  HCT116 bCat-KO = 78
  HCT116 PTEN-null = 85
  MRP-1 activ = -0.7
  E-sel TNF inh = .
  Measles CPE = 3
